# RAD52 inh: blocks human RAD52 DNA annealing; recombinant RAD52 DNA annealing, FRET fluorescence; inhibition, % at 18.7 µM; P43351; 360,000 tested, 0.46% active;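 active = every replicate showing at least 50% inhibition; inconclusive = mean inhibition at least 50% but not in every replicate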
# E-selectin induc: induces E-selectin expression in human endothelial cells; activation, % at 7.58 µM; P16581; HUVEC E-selectin immunofluorescence imaging; normalized: neutral wells 0, TNF-alpha wells 100; 260,000 tested, 0.37% active;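 active = mean E-selectin-positive cell signal at least 10% of the positive control, reached in at least 60% of replicates, without over 20% cell loss; inconclusive = no rule given, readout overlaps actives, possibly toxicity-flagged; inactive = the rest, including those meeting only one limit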;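 note: in these data hits start at about 27%; measured in HUVEC primary endothelial cells; signal is the percent of cells scored E-selectin positive by PE staining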
# Target sequence (P16581 whole entry, looked up): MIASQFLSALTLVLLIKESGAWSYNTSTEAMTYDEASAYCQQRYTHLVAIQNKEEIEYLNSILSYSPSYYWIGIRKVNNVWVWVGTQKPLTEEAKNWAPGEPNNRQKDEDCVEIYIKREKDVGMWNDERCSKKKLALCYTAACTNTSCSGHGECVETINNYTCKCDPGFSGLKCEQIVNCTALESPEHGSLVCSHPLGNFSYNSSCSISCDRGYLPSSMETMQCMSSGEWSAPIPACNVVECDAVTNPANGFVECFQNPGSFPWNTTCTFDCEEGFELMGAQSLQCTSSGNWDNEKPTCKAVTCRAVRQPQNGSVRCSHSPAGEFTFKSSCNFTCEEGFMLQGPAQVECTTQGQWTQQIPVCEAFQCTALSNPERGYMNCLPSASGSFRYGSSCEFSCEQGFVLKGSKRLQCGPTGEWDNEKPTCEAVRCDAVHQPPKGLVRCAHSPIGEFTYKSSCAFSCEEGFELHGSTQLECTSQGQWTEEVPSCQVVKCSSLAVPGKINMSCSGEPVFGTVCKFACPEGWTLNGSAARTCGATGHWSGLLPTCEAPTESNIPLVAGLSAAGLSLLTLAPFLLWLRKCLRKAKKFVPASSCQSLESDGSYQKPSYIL
#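 Read-out basis: % PE-positive cells; Test system: HUVEC primary endothelial cells; Technique: immunofluorescence imaging; Dosing: single-point compound dose.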
# esBAF inh: SWI/SNF esBAF complex inhibition | mouse ES cells, Bmi1-luciferase knock-in reporter, 24 h; 100% = twice the neutral-well signal | reporter increase, % at 12.5 µM | 350,000 tested, 2% active | AID 602393; in the data active = activation above about 40%; inconclusive = no clear call, values can overlap the other calls;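 note: 0% = median of the plate's neutral control wells and 100% = double that signal; a rise in the Bmi1 reporter signal indicates esBAF inhibition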
# S100A4 MyoIIA: S100A4-myosin IIA interaction inhibition | P26447 | S100A4/TAMRA-MyoIIA peptide fluorescence polarization | inhibition, % at 10.7 µM | 360,000 tested, 0.14% active;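 active = mean inhibition of at least 70% across replicates, with every replicate also reaching that level; inconclusive = mean inhibition reaches 70% but some replicates fall short; inactive = mean inhibition below 70%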
# Target sequence (P26447 whole entry, looked up): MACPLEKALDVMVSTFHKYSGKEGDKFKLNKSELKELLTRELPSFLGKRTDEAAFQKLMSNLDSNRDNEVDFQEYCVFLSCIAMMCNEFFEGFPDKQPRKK
#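 incubation = readout 5 min after mixing, signal stable up to 60 min | system = S100A4 monomer protein | buffer or medium = HEPES pH 7.2 with CaCl2, KCl, NaCl, DTT, Triton | benchmarks = neutral control DMSO, positive control TFP | also added = fluorescent myosin IIA peptide, 5 nM | compound dosing = one concentration per compound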
# ERAP1 HTS inh: blocks human ERAP1 aminopeptidase activity; recombinant ERAP1, Leu-AMC fluorescence, 60 min; Q9NZ08; 340,000 tested, 0.15% active; AID 652197; inhibition, % at 10.7 µM;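 active = mean replicate inhibition of at least 30%, or all replicates individually reaching that 30% level; inactive = mean below 30% and not every replicate reaching it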;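 note: 0% = neutral control wells and 100% = L-leucinethiol positive control wells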
# Xi reactivation: reactivates the inactive X chromosome in mouse fibroblasts. activation, % at 7.58 µM. XiGFP mouse fibroblasts, % GFP-positive cells imaging, 3 d; cells co-treated with 5-aza-dC sensitizer; scaled so ellipticine positive control = 100%. 360,000 tested, 0.055% active;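 active = mean normalized replicate activation at least 10% and every replicate at or above 10%; inconclusive = only one of the two criteria met; inactive = mean below 10% and not all replicates reach 10%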;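 note: 0% = median of on-plate neutral control wells and 100% = ellipticine 6 µM median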
#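 Schedule: 3 d treatment, 15 min room-temperature fixation; system: 68-5-11 XiGFP fibroblast line; buffer or medium: DMEM plus 5-aza-dC sensitizer; control set: ellipticine 6 µM positive control; compound: one concentration, pinned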
# ERp5 inh: blocks human ERp5 reductase activity on insulin; Q15084; ERp5 insulin aggregation, absorbance 650 nm, 90 min; inhibition, % at 9.99 µM; 350,000 tested, 0.05% active;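 active = mean replicate inhibition above about 25%, with every replicate also reaching it, limit read from the data, passing the limit was not always enough; inconclusive = only one of those two criteria met; inactive = neither criterion met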
# RAD54 inh: RAD54 (human) branch migration inhibition; inhibition, % at 10.4 µM; 360,000 tested, 0.14% active; RAD54 Holliday junction branch migration, FAM/BHQ fluorescence;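 active = mean normalized replicate activity at least 40 and at least half of replicates scoring 40 or more; inconclusive = only one of the two criteria met; inactive = mean below 40 and under half of replicates reaching 40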;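 note: 0% = median of neutral control wells and 100% = median of positive control wells; inhibitors cause a drop in the FAM fluorescence signal; in these data hits start at about 50%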
# An asterisk follows results filed as active; ? = inconclusive; · = no result given; & = joins results of further samples.
# Second line of a record – RAD52 inh, E-selectin induc, esBAF inh, S100A4 MyoIIA, ERAP1 HTS inh, Xi reactivation, ERp5 inh, RAD54 inh
Cc1[nH]c2ccccc2c1/C=C(/C#N)C(=O)NC(C)C
    -5, ·, -7, -8, 0, 0.0, -4, 7
COc1ccc(N2CCN(S(=O)(=O)c3ccc4c(c3)NC(=O)C(C)C(=O)N4)CC2)cc1 (configuration not stated)
    -6, 0.0, 4, -4, 1, -0.3, 14, -4
N#C[C@@H]1N[C@@H](CO)[C@@H]1c1ccc(C#Cc2ccc(F)cc2)cc1
    -26, 0.2, 13, 28, -1, 0.1, 2, -6
CC(c1ccccc1)C(NC(=O)OCC1c2ccccc2-c2ccccc21)C(=O)O (configuration not stated)
    1, 0.1, 4, 1, -4, 3.0, -1, -2
CN(Cc1ccccc1)C(=O)c1ccc(NC(=O)Cc2cccc(NC(=O)C3CCN(C(=O)C4CCC4)CC3)c2)cc1
    -12, -0.2, 8, -1, -1, 0.0, 5, 4
S=C(NC1CC2CCC1C2)N1CCN(c2cccc(Cl)c2)CC1 (configuration not stated)
    2, 1.2, ·, -1, -2, 0.0, -2, ·
O=C(N/N=C/c1ccco1)c1cccc(NC(=O)c2ccccc2Cl)c1
    -16, ·, 0, 4, 5, 0.0, 1, -9
O=C(C[C@@H]1CC[C@@H]2NC[C@H](O)COC[C@H]2O1)Nc1ccccc1
    -5, 0.0, 1, 3, -1, 0.1, -7, 8
Cc1ccc(C(NC(=O)c2ccccc2S(C)(=O)=O)c2ccccc2)cc1 (configuration not stated)
    -14, 0.0, -1, 2, 0, 0.0, 2, -22
CCOc1ccc(C(=O)NNC(=O)CN2C(=O)NC3(CCCC3)C2=O)cc1
    0, -1.3, -3, -6, 1, 0.1, 0, 5
CN(C)CCNc1ncnc2c1ncn2[C@H]1CN(Cc2cccnc2)C[C@@H](CO)O1
    0, 0.2, 5, 0, 1, 0.0, 6, -20
Cc1nc2[nH]c(=O)n(O)c(=O)c2s1
    -46, -0.9, ·, 2, 0, 0.1, 6, ·
COc1cc(N2N=C(c3ccccc3)CC2c2ccccc2)c(C=O)cc1C=O (configuration not stated)
    -15, ?, -4, -3, -5, -0.1, 2, -23
C=CCNC(=O)/C(=C\c1cccc([N+](=O)[O-])c1)NC(=O)c1ccccc1
    -14, -0.2, -1, -2, 5, 0.1, -5, ·
CC(C)(C)OC(=O)N1CCc2onc(-c3ccc([N+](=O)[O-])cc3)c2C1=O
    0, -1.6, 16, -2, 1, 0.1, 3, 0
N#CC1(NC(=O)CN2C(=O)c3ccc([N+](=O)[O-])cc3C2=O)CCCCC1
    -9, 3.8, -3, -13, 1, -0.7, -4, -3
O=[N+]([O-])c1cc(S(=O)(=O)NC2=NCCCCC2)ccc1NCC1CCCCC1
    -11, ·, ·, -2, 0, 0.0, 5, ·
N#C/C(=C\c1ccncc1)c1nc2c(s1)CCCC2
    -105, ·, ·, 0, 5, 0.1, -3, ·
COc1ccc(C(=O)COc2ncnc3cc(Cl)ccc23)cc1
    -1, 0.2, 27, 0, -1, 0.0, 7, 5
CCN(C[C@H]1N[C@@](C)(C(=O)OC)[C@H]2C(=O)N(Cc3ccccc3)C(=O)[C@@H]12)C(=O)c1ccc(F)cc1
    -24, 2.5, -5, -7, ·, 0.0, 5, -3
O=C(NCCN1CCCC1)[C@H]1[C@H](CO)[C@H]2Cn3c(cccc3=O)[C@@H]1N2C(=O)c1ccccc1
    -11, 0.1, 2, ·, ·, 0.2, -2, 0
O=C(C[C@H]1CC[C@@H]2[C@H](COC[C@H](O)CN2S(=O)(=O)c2ccccc2)O1)NCCN1CCCC1
    3, -0.1, ·, 21, -1, 0.1, 7, ·
CC(=O)c1c(NC(=O)c2ccccc2)[nH]c(-c2ccccc2)nc1=S
    1, 3.5, ·, -5, 4, 0.0, 1, ·
NC(=O)COC(=O)/C=C/c1ccc2ccccc2n1
    0, ·, ·, 1, -4, 0.0, -3, ·
O=C(C[n+]1ccc(-c2nnc3n2CCC3)cc1)c1ccc(Cl)c(Cl)c1
    13, -1.2, 10, 8, 3, 0.3, -2, -11
O=C(Nc1ccncc1)Nc1cc(Cl)ccc1Cl
    -3, -0.6, -7, -2, 2, 0.0, -1, -3
CC(C)C(=O)Nc1c(-c2ccccc2)c(=O)c2ccccc2n1C
    -8, ·, ·, -4, -2, 0.0, ·, ·
C[C@@H]1CN([C@@H](C)CO)C(=O)c2cc(-c3ccc(F)cc3)cnc2O[C@H]1CN(C)Cc1ccc(C(=O)O)cc1
    -13, 0.4, -4, 14, -1, -0.8, -5, 7
CN(C)c1ccc(P(=O)(OCc2ccccc2)C(O)c2ccccc2)cc1 (configuration not stated)
    -11, ·, -8, 2, -1, 0.2, 4, ·
C[C@H](CO)N1C[C@H](C)[C@@H](CN(C)C(=O)Nc2ccc3c(c2)OCO3)OCCCC[C@H](C)Oc2ccc(NC(=O)c3ccccc3)cc2C1=O
    -7, -0.3, 7, 2, -2, 0.1, -3, -9
CCOc1nc(Nc2ccccc2)nc(OCC)n1
    7, ·, -3, -8, 1, 0.0, 1, -5
CCOC(=O)Cc1ccc(Nc2nc(NCc3cccs3)nc3ccsc23)cc1
    -29, 0.2, -8, -2, -1, -0.1, -5, -1
CCOC(=O)c1cnc(SCC(=O)Nc2nnc(CC)s2)nc1N
    -7, ·, 2, -7, -1, ·, 0, -12
Cc1noc(C)c1NC(=O)Nc1cccc2c1O[C@@H](CN(C)C)[C@@H](C)CN([C@H](C)CO)C2=O
    3&-16, -0.1, -4&3, 5&-6, -1&-3, -0.5&0.0, 4&-4, -1&4
CCN1C[C@@H]2[C@@H]3C(=O)N(Cc4ccccc4)C(=O)[C@@H]3[C@](C)(C1=O)N2C(=O)c1ccc(Cl)cc1
    6, -0.1, -3, -1, -5, -0.1, -2, -4
O=C(CN1C(=O)CSc2ccc(S(=O)(=O)N3CCCCC3)cc21)NCc1cccnc1
    2, -0.2, ·, -5, 3, 0.1, 0, ·
CC(=O)N1C[C@@H](CO)[C@@H](N(C)C(=O)c2ccco2)C[C@H]1c1ccccc1
    -6, -2.9, -3, -3, ·, 0.0, -4, 0
Cc1cccc(S(=O)(=O)N2CCCCN3[C@@H](CO)[C@@H](c4ccc(C#C[C@@H](C)O)cc4)[C@@H]3C2)c1
    0, -0.3, -2, 24, 1, 0.2, 2, -8
CCCCCCCCN1C(=O)[C@H](CC(=O)NCC23CC4CC(CC(C4)C2)C3)C[C@@]2(C(=O)OC)CCCCC=C12
    -14, -0.4, ·, 1, ·, 0.1, 4, ·
O=C(C[C@H]1CC[C@@H]2[C@H](COC[C@H](O)CN2CCc2ccccc2)O1)NCc1ccccc1
    -4, 0.4, 8, 3, 1, 0.1, -2, 4
Clc1ccc2oc(SCc3cccnc3)nc2c1
    -6, -0.2, 30, -2, -1, 0.2, 0, -11
O=C(CCN1CCCCC1)N[C@@H]1CC[C@H](CCn2cc(-c3ccc(F)cc3)nn2)O[C@@H]1CO
    -3, -0.3, 1, 4, -2, -0.5, 0, -7
COc1ccccc1NS(=O)(=O)c1cc(NC(=O)c2cc(=O)[nH]c3ccccc23)ccc1N1CCOCC1
    -8, 2.6, -4, -4, ·, -0.4, 3, -1
O=C(N[C@@H]1CC[C@H](CCNS(=O)(=O)c2ccc(Cl)cc2)O[C@H]1CO)c1cccnc1
    -10, 0.2, -2, -5, -2, 0.7, -3, -5
Fc1cccc(C2CCCCN2Cc2nc(C3CC3)no2)c1 (configuration not stated)
    1, ·, ·, 0, 0, 0.1, 4, ·
CC1CC(C)CN(C(=O)CSc2nnc(-c3ccco3)o2)C1 (configuration not stated)
    -9, 0.0, 2, -5, 1, 0.0, 0, -11
Cc1ccc(OCC(=O)Nc2ccc(S(=O)(=O)Nc3ccccn3)cc2)cc1C
    -13, ·, ·, -1, 12, 0.0, -2, ·
Cc1noc(C)c1NC(=O)N(C)C[C@H]1Oc2ncc(C#CCC(C)C)cc2C(=O)N([C@@H](C)CO)C[C@@H]1C
    10, 0.0, -1, 12, 3, 0.9, -6, 1
O=C(Cc1cc(=O)[nH][nH]1)N/N=C/c1c(Cl)cccc1Cl
    -20, -2.3, ·, 0, 1, 0.0&0.2, 2, ·
O=C(Nc1ccccc1O)c1ccc(NC(=O)C2CC2)cc1
    -8, 0.6, 23, 0, -4, -0.1, -2, -12
CCOC(=O)C1CCCN(C2CC(=O)N(c3ccc(C(C)C)cc3)C2=O)C1 (configuration not stated)
    -23, ·, -6, -6, -2, 0.1, 2, -1
O=C(N/N=C/c1cccc(OC(=O)c2cccc(Br)c2)c1)c1cccnc1
    -11, ·, ·, 3, 4, 0.0, 8, 1
CCOC(=O)c1ccccc1CN1C(=O)c2ccccc2S1(=O)=O
    3, -0.4, 0, 3, -1, 0.0, -7, -7
C[C@H](CO)N1C[C@H](C)[C@H](CN(C)C(=O)Nc2ccccc2)Oc2ccc(NC(=O)NC3CCCCC3)cc2C1=O
    -1, 0.9, -6, 2, 0, 0.6, -1, -2
COc1ccc2c(c1)c(=O)c(C(=O)c1ccc(Cl)cc1)cn2CC(=O)Nc1ccc(F)cc1
    -13, 0.2, 6, -3, -6, -0.1, -1, 4
c1ccc(-c2c[n+]3c(n2-c2ccccc2)SCC3)cc1
    -13, 6.1, ·, 1, 0, 0.5, -1, -1
CCCN1C[C@@H](C)[C@H](OC)CN(C)C(=O)c2cc(NC(=O)c3ccccc3F)ccc2OC[C@H]1C
    15, 6.7, ?, -5, -1, -0.2, -2, 7
Cc1ccc(NC(=S)NNc2ccc(C(=O)O)cc2[N+](=O)[O-])cc1C
    -5, 0.0, ·, -3, -3, 0.0, 2, ·
O=C(NNC(=O)c1cc2ccccc2o1)c1ccncc1
    -9, 0.1, 3, -11, 0, 0.2, -3, -5
